HTR5A ag ctr: counter-screen for OPRM1-OPRD1 agonists: human HTR5A agonism; HTR5A agonist assay, luminescence, cell-based; activation, % at 9.3 µM; P47898; 340,000 tested, 0.61% active; in the data active means activation mostly above about 9.5%, no sharp cut-off; inactive means mostly below about 7.6%;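 further: 0% = cells with vehicle only and 100% = reference agonist; strong numbers were not always called active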
Target sequence (P47898 whole entry, looked up): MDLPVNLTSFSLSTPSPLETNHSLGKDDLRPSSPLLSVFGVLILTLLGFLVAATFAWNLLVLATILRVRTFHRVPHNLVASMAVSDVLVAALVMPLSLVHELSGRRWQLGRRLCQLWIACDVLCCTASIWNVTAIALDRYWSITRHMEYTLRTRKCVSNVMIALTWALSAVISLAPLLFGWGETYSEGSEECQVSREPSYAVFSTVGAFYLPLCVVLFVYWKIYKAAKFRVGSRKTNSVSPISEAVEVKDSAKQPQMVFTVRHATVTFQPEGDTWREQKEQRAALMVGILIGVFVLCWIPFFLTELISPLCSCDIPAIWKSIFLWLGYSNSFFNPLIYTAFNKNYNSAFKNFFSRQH
cardiac RTF act: increases calcium sensitivity of human cardiac regulated thin filaments; P19429+P45379; IANBD-labeled TnC RTF fluorescence at EC20 calcium; 0% EC20 calcium, 100% full calcium; activation, % at 7.2 µM; 340,000 tested, 0.24% active; AID 493008;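 active means activation above the mean over all tested compounds plus 3 SD, cut at about 30% in these data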;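 further: rise in fluorescence read as greater calcium sensitivity of cardiac thin filaments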
dFosB activator: enhances mouse delta FosB homodimer DNA binding. 340,000 tested, 0.99% active. purified delta FosB, TAMRA-CDK5 oligo fluorescence polarization; percent of positive-control signal above neutral wells. activation, % at 25 µM. AID 493131;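 active means mean activation above about 17%, with every replicate also reaching it, limit read from the data, passing the limit was not always enough; inconclusive means only one of the two conditions met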;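 further: fluorescence polarization rise as delta FosB binds a TAMRA Cdk5 AP-1 oligo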
MITF TRPM1 HTS: MITF TRPM1 promoter activation in melanoma cells. SK-MEL-5 TRPM1-promoter luciferase, 24 h; % of positive control, neutral wells = 0. activation, % at 12.5 µM. AID 588334. 300,000 tested, 0.75% active;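 active means mean activation of at least 80% with every replicate also reaching 80%; inconclusive means mean reaches 80% but some replicate falls short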;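 further: 0% = neutral control wells and 100% = parthenolide positive control wells; values of inactives mirror those of a sister screen read the other way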
SR-BI DiI inh: inhibitors of mouse SR-BI mediated HDL lipid uptake; AID 488896; ldlA[mSR-BI] CHO cells, DiI-HDL uptake fluorescence, 3 h; Q61009; inhibition, % at 12.5 µM; 320,000 tested, 0.96% active;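 active means mean replicate inhibition of at least 70% and a set share of replicates each scoring 70 or more; inconclusive means meets just one of the two criteria; inactive means fails both criteria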;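 further: 0% = median of neutral control wells and 100% = median of positive control wells; values of inactives mirror those of a sister screen read the other way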
Target sequence (Q61009 whole entry, looked up): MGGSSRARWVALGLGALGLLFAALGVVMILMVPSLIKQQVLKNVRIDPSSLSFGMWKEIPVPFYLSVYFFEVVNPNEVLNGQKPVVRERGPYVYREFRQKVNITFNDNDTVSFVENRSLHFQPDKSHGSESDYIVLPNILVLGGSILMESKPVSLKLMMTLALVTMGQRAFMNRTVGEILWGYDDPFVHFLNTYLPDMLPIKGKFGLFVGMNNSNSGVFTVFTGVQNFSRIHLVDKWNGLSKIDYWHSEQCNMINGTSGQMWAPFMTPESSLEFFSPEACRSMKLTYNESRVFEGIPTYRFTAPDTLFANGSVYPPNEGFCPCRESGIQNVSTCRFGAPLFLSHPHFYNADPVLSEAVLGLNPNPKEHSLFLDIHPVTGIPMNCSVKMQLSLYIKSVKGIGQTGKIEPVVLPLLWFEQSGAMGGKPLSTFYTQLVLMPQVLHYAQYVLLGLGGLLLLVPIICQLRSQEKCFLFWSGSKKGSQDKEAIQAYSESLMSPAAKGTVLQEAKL
Rtt109 Vps75: inhibitors of Candida albicans Rtt109/Vps75 histone acetyltransferase | Q5AAJ8 | purified Rtt109/Vps75, ThioGlo CoA-SH fluorescence, 4 h | 330,000 tested, 0.16% active | inhibition, % at 34.9 µM | AID 540336;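 active means inhibition of at least 50% in every replicate; inconclusive means best replicate reaches 50% inhibition but some replicates fall short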
PvdQ acylase: blocks Pseudomonas aeruginosa PvdQ acylase activity; purified PvdQ acylase, fluorescence plate reader; inhibition, % at 10 µM; 340,000 tested, 0.063% active; AID 488965; in the data active means inhibition above about 30%, passing the limit was not always enough; inconclusive means no clear call, values can overlap the other calls;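 further: 0% = vehicle neutral wells and 100% = reference inhibitor wells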
CDK5 inh: inhibitors of human CDK5/p35 kinase | Q00535+Q15078 | Recombinant CDK5/p35, ADP-Glo luminescence, 60 min | inhibition, % at 10 µM | 330,000 tested, 0.01% active;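 active means highest replicate inhibition of at least 50% and at least 75% of replicates reaching 50%; inconclusive means only one of the two criteria met; inactive means both criteria failed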;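 further: plate controls were DMSO neutral control for no effect and GW8510 at 10 µM for full effect; many of its hits are not listed in these tables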
SR-BI uptake up: activators of SR-BI mediated HDL lipid uptake. 320,000 tested, 0.096% active. activation, % at 12.5 µM. CHO ldlA[mSR-BI] cells, DiI-HDL uptake fluorescence, 3 h; 100 = double the neutral-control signal;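 active means mean replicate activation of at least 60% and every replicate at or above 60%; inconclusive means mean or all-replicate condition met, but not both; inactive means mean below 60% and not all replicates reaching 60%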;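 further: 0% = median plate neutral-control signal and 100% = twice that signal; values of inactives mirror those of a sister screen read the other way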
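Test system: SR-BI-overexpressing, LDLR-lacking CHO cells; Medium: Ham's F12 with 0.5% BSA, HEPES 25 mM, pH 7.4; Schedule: 3 h, 37 °C; Technique: bottom-read fluorescence, 550/595 nm.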
Wnt bcat act: Wnt/beta-catenin pathway activation; Wnt/beta-catenin reporter cell assay, activator, plate reader; activation, % at 9.35 µM; 300,000 tested, 1.2% active; AID 743398; in the data active means activation above about 30%, passing the limit was not always enough; inconclusive means no clear call, values can overlap the other calls;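 further: 0% = neutral control wells and 100% = positive control wells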
Numbers without * were called inactive; ? = inconclusive; / = no result given. Compounds were not picked by outcome; overall some 4.4% were active at least once.

SMILES	HTR5A ag ctr	cardiac RTF act	dFosB activator	MITF TRPM1 HTS	SR-BI DiI inh	Rtt109 Vps75	PvdQ acylase	CDK5 inh	SR-BI uptake up	Wnt bcat act
Oc1[nH]c2ccc(Br)cc2c1N=NC(=S)N1CCOCC1	-5	0	-17	-99	12	/	8	1.8	-12	-12
NS(=O)(=O)c1ccc(CCNC(=O)CCCC2=NS(=O)(=O)c3ccccc3N2)cc1	-1	5	-2	16	-8	12	5	-0.3	8	-2
Nc1nnc(SCC(=O)N2CCN(Cc3ccccc3)CC2)s1	-4	1	5	-5	-51	-5	14	3.8	51	1
Cc1ccc(-c2nc(NCc3cccnc3)c3ccccc3n2)cc1	-1	-3	-21	-4	27	19	2	2.8	-27	/
COc1cc(/C=C2\SC(=O)NC2=O)ccc1OCC(=O)N1CCOCC1	-1	-8	7	2	-39	0	-7	0.4	39	2
CCC(C)NS(=O)(=O)c1ccc(NC(=O)CNCc2cccs2)cc1 (stereo not drawn)	2	1	-3	/	24	11	-2	-0.4	-24	-2
Fc1ccc(-c2nn3c(C4COc5ccccc5O4)nnc3s2)cc1 (stereo not drawn)	2	-5	3	/	-10	-6	-7	-3.0	10	/
COc1ccc(CC(=O)N2CCOCC2)cc1	0	-9	2	7	-1	-9	6	0.2	1	/
Cc1ccc(C(=O)N/C(=C\c2cccnc2)c2nc3ccccc3[nH]2)cc1	2	1	-7	0	-5	-6	6	3.2	5	/
CCN(CC)S(=O)(=O)c1ccc(N2CCOCC2)c(NC(=O)C2CCCO2)c1 (stereo not drawn)	-1	7	-9	13	-31	2	-7	1.7	31	5
CSc1sc(C(=O)N2CCc3ccccc32)cc1S(=O)(=O)C(C)C	11	0	4	18	20	-31	-11	1.4	-20	-2
Cc1ccc(N/N=C/c2c(O)cc(C)oc2=O)cc1	-1	-4	0	19	10	-4	0	-0.1	-10	-5
COc1ccc(N2CCN(C(=O)CCc3nnc4ccc(N5CCOCC5)nn34)CC2)cc1	-4	-9	-9	-4	-22	13	5	0.7	22	-1
Cc1cc(Br)c(OCc2ccc(C(=O)N/N=C3\CC(=O)CC(C)(C)C3)cc2)c(Br)c1	2	0	-1	8	39	-3	1	0.4	-39	1
COc1ccccc1C(CNC(=O)CNC(=O)c1ccc(Cl)c(Cl)c1)N1CCCC1 (stereo not drawn)	6	5	-4	15	-1	11	-15	-0.1	1	1
CC(C)(C)c1ccc(NC(=O)COC(=O)c2ccc3ncsc3c2)cc1	4	-3	-4	-14	-10	7	2	1.4	10	-5
Cc1ccc(C)c(N(C(=O)c2csnn2)C(C(=O)NC2CCCCC2)c2ccccn2)c1 (stereo not drawn)	8	-7	-11	1	-12	-2	-17	-2.1	12	-1
CCN1CCN(c2nn3c(=O)c4ccccc4nc3c3ccccc23)CC1	7	-2	-84	40	4	2	-13	0.2	-4	/
COc1ccc(NC(=O)N2CCCC(CNS(=O)(=O)c3cccs3)C2)c(C)c1 (stereo not drawn)	-8	11	-3	-5	23	-2	-19	-5.2	-23	-1
Brc1ccc(/C=N/Nc2nc3ccccc3o2)cc1	3	3	-6	99*	9	-5	-8	0.9	-9	47*
CCCN(CC(=O)Nc1ccccc1OC)C(=O)c1ccc(COc2ccccc2)o1	-6	-3	-12	3	25	-2	-10	0.3	-25	0
COc1ccc(N=Nc2ccc(CO)cc2)cc1	6	6	0	/	26	-7	-15	-1.4	-26	-1
CCOc1ccc(-c2nnc(-c3cccs3)o2)cc1	3	6	-12	19	23	1	2	-0.9	-23	31*
COCCSc1ccccc1C(=O)Nc1cc(C)ccn1	-1	-1	-3	2	-5	2	-10	1.0	5	-2
CN(Cc1ccccc1F)C(=O)CN1c2cccc3cccc(c23)S1(=O)=O	3	12	-2	9	-11	7	-11	-0.6	11	3
Cc1cc(NC(=O)CCC(=O)N(CC(=O)NC2CCCC2)c2cccc(C)c2C)no1	3	1	-3	8	-48	8	-7	-0.1	48	/
O=C(CNS(=O)(=O)c1ccccc1)N/N=C\c1ccc(Cl)cc1	1	3	0	-2	-22	-6	-1	0.3	22	-3
Cc1cccc(CSc2nc3c(c(-c4cccs4)c2C#N)CN(C)CC3)c1	-3	3	-4	1	34	7	-17	-2.6	-34	/
CCOC(=O)C1=C(Cn2cnc3ccccc32)NC(=O)NC1c1cc(C)ccc1C (stereo not drawn)	/	-15	-15	-6	-30	5	-10	0.1	30	/
CCC1Sc2ccccc2N(CC(=O)NCCC(C)C)C1=O (stereo not drawn)	0	0	-3	4	-10	4	-7	-0.3	10	0
Cn1c(SCC(=O)c2ccc3c(c2)OCO3)nnc1C1COc2ccccc2O1 (stereo not drawn)	1	1	-2	/	26	-4	-13	-0.8	-26	-2
c1ccc(N2CCN(c3ccccc3)C2c2cccnc2)cc1	3	0	-8	9	6	-7	10	0.6	-6	1
CCOC(=O)c1c(NC(=O)CC2Nc3ccccc3NC2=O)sc(C)c1C (stereo not drawn)	-2	5	-6	-11	8	-2	-13	1.3	-8	22
OCCCNCc1cccc2ccccc12	7	-4	-9	5	-27	1	0	-0.4	27	/
CC(=O)N1N=C(c2cccs2)CC1c1ccco1 (stereo not drawn)	0	0	-1	-11	-5	14	-17	-1.5	5	-1
CCOc1cc(/C=N/NC(=O)c2cccs2)ccc1OC(=O)N1CCOCC1	-6	8	-21	9	2	3	-8	0.3	-2	15
CCn1c2c(c3cc(OCC(C)C)ccc31)CCCC2=O	4	-4	1	11	30	-5	-10	0.7	-30	-2
COc1ccc(S(=O)(=O)NC(C)C(=O)NCc2ccco2)cc1OC (stereo not drawn)	6	-3	0	0	/	-5	-8	-1.8	/	0
COc1ccc(CCNC(=O)CN2c3cccc4cccc(c34)S2(=O)=O)cc1OC	-2	1	-9	9	1	-45	-5	0.8	-1	-1
O=C1CCN(Cc2ccccc2)C(=O)N1	-1	-3	-2	-3	-13	-3	-3	0.8	13	-4
Cn1c(=O)oc2cc(S(=O)(=O)NCCC(=O)N3CCc4ccccc43)ccc21	-4	5	-5	-1	-1	-4	0	-1.2	1	/
COc1cccc(CNC(=O)C2CCCN(c3ncnc4c3nc3n4CCCCC3)C2)c1 (stereo not drawn)	4	-5	-8	-6	17	4	-14	0.0	-17	0
CCOC(=O)C1=C(N)Oc2c(oc(CO)cc2=O)C1c1ccccc1 (stereo not drawn)	2	1	-12	-11	-23	-2	-13	-2.0	23	-1
O=C(Nc1cccc(C(F)(F)F)c1)c1cccnc1N1CCN(CCO)CC1	-2	3	4	/	-10	-3	-10	-1.1	10	/
O=S(=O)(c1cccs1)N1CCCc2ccccc21	5	2	1	12	7	-10	-7	0.5	-7	-1
O=C(CCCCCN1C(=O)c2cccc3cccc(c23)C1=O)NC1CCS(=O)(=O)C1 (stereo not drawn)	-3	1	-5	15	/	-15	-7	0.1	/	5
O=C(Nc1ccccc1)Oc1ccc[nH]c1=O	5	-4	-7	3	-31	5	-5	-0.9	31	9
O=C(Nc1ccc2nc3n(c(=O)c2c1)CCCC3)c1ccccc1F	-2	-3	-10	39	5	3	-5	0.6	-5	11
Cc1nc2c(sc(=S)n2Cc2ccco2)c(=O)n1CC(=O)Nc1ccccc1Cl	2	4	56*	6	-18	-4	-3	-12	18	-4
CCC(=O)Nn1c(C)nnc1C	-1	-3	-3	/	-5	0	3	1.2	5	1
Cc1ccc(S(=O)(=O)N2CCOc3ccccc32)c(C)c1NS(C)(=O)=O	-1	6	-8	13	58	-2	-2	-0.4	-58	-1
CSc1ccc(C2=CC(=O)C[C@H](c3ccc(F)cc3)C2)cc1	3	-6	1	10	25	0	-9	-2.7	-25	3
Cc1cc(C)cc(NC(=O)CSc2nnc(CNC(=O)c3cccs3)o2)c1	2	-2	-5	-2	27	6	-12	-1.6	-27	-7
O=C(c1ccc(Cl)cc1[N+](=O)[O-])N1CCOCC1	3	-2	6	-8	5	-7	-6	-3.2	-5	1
CC(C)(C)[C@H]1C=C(C(N)=O)O[C@@H](OCc2ccc(CO)cc2)C1	-7	8	2	10	2	6	-7	-1.7	-2	8
CCN(CC)c1ccc(NC(=O)CSc2nc3nc(C)cc(C)c3c(=O)[nH]2)cc1	-4	-12	-15	-4	-4	23	-1	-0.2	4	0
COC(OC)c1ccc(C#N)c(SCc2ccc(C)cc2)n1	1	1	1	2	5	8	-12	0.5	-5	2
Cc1cccc(C)c1NC(=O)CNC(=O)C(C)NC(C)c1ccccc1Br (stereo not drawn)	2	0	0	-3	5	-2	-12	-0.1	-5	-4
CC1Cc2c([nH]c3ccccc23)C(=O)N1 (stereo not drawn)	-3	3	-2	/	21	0	-13	0.3	-21	-1
CC1(C)CC(=O)c2sc(NC(=O)Cc3cccs3)nc2C1	5	16	-1	/	-10	-1	3	0.3	10	1

Quoted from the listing.
`CCOC(=O)C1=C(N)Oc2c(oc(CO)cc2=O)C1c1ccccc1` (stereo not drawn) @ SR-BI uptake up = 23
`CCN(CC)c1ccc(NC(=O)CSc2nc3nc(C)cc(C)c3c(=O)[nH]2)cc1` @ CDK5 inh = -0.2

Structures shown so far that contain a cyano group, in the order listed:
SMILES	HTR5A ag ctr	cardiac RTF act	dFosB activator	MITF TRPM1 HTS	SR-BI DiI inh	Rtt109 Vps75	PvdQ acylase	CDK5 inh	SR-BI uptake up	Wnt bcat act
Cc1cccc(CSc2nc3c(c(-c4cccs4)c2C#N)CN(C)CC3)c1	-3	3	-4	1	34	7	-17	-2.6	-34	/
COC(OC)c1ccc(C#N)c(SCc2ccc(C)cc2)n1	1	1	1	2	5	8	-12	0.5	-5	2

(next part)
SMILES	HTR5A ag ctr	cardiac RTF act	dFosB activator	MITF TRPM1 HTS	SR-BI DiI inh	Rtt109 Vps75	PvdQ acylase	CDK5 inh	SR-BI uptake up	Wnt bcat act
Cc1ccc(OC(=S)Nc2ccc(O)cc2)cc1	-5	-3	-2	-5	-24	-4	-8	1.0	24	/
COC(C)c1oc2c(C)c3oc(=O)cc(C)c3cc2c1C (stereo not drawn)	6	11	-20	42	28	-8	2	0.6	-28	-2
CC(=O)c1cccc(NC(=O)/C=C/c2ccc(S(=O)(=O)N3CCOCC3)cc2)c1	5	7	-23	1	72*	-9	-10	-0.3	-72	-5
O=C(Nc1ccccc1)Nc1ccncc1	0	13	-8	9	-1	-3	-5	2.9	1	2
CCCN(CCC)CCCNC(=O)c1ccc(CS(=O)(=O)c2c(Cl)cccc2Cl)o1	2	1	-2	3	-65	0	-9	-3.5	?	1
NC(=O)C1CCN(c2ncc(C(F)(F)F)cc2Cl)CC1	1	-1	-3	1	-5	3	-3	2.2	5	-1
CN(Cc1ccccc1)/C(=N/O)c1cccc(Cl)c1	0	-4	-11	4	5	1	-16	-0.3	-5	0
COc1cccc2cc(C(=O)N(C)C3CCN(C)CC3)c(=O)oc12	7	-1	1	-2	-8	4	-10	2.2	8	-2
CCCN1C2=NCCN2c2cc(C)c(C)cc21	4	2	-3	-11	-14	6	11	-0.7	14	/

Bioassay records as filed in PubChem BioAssay.
